Source: PubChem BioAssay (several laboratories)
hERG rescue: hERG (human) protection from proarrhythmic block; Q12809; CHO-hERG, FluxOR thallium flux, dofetilide IC70 present; activation (rescue from dofetilide block), less the hit threshold, % at 10 µM; hit rate 0.51% among 310,000;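 active = activation above the mean of controls blocked by dofetilide plus 5 SD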;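 note: thallium influx through hERG after potassium depolarization seen as dye fluorescence rise; in these data hits start at about 4.7%; inactives centre near -7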
Target sequence (Q12809 whole entry, looked up): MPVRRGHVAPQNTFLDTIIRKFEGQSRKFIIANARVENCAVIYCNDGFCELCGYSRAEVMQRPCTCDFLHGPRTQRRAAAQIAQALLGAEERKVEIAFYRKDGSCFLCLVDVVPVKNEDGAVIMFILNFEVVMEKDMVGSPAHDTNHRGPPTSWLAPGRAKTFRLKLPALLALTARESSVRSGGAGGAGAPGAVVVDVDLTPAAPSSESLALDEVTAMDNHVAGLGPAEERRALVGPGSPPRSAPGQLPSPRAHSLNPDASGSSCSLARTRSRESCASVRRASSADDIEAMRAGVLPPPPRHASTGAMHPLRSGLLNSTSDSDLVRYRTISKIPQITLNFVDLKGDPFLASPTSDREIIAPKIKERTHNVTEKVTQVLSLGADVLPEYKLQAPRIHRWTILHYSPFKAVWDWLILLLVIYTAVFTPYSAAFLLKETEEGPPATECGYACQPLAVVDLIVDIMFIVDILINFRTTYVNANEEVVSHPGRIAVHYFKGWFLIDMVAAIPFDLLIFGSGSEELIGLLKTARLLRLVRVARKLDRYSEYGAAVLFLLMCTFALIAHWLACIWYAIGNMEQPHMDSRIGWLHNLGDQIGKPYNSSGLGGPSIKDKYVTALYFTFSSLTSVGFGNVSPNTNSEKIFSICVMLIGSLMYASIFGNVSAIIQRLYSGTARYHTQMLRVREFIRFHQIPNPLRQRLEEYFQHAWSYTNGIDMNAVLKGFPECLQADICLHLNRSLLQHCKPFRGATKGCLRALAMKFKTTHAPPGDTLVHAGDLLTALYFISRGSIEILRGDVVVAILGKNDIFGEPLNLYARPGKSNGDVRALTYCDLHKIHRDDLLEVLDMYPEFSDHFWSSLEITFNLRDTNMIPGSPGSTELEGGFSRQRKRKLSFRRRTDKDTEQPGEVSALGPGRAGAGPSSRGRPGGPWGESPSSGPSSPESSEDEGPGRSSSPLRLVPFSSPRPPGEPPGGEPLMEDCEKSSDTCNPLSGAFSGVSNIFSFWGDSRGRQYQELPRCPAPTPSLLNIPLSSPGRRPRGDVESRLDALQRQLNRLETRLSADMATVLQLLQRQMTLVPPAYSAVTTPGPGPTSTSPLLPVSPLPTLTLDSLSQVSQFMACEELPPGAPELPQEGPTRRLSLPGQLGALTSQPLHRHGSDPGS
KCNK3 block: human KCNK3 channel inhibition, primary screen. CHO-KCNK3 thallium flux, FluxOR fluorescence; active compounds read low. B-score at 10 µM. O14649. hit rate 0.84% among 340,000;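 active = B-score under library mean minus 4 SD, starting fluorescence ratio at most library mean plus 5 SD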;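 note: more negative B-score means stronger inhibition of thallium flux through KCNK3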
KCNK9 inh: blocks the human KCNK9 two-pore domain potassium channel. Q9NPC2. HEK293 KCNK9, FluxOR thallium flux fluorescence; active compounds read low. B-score at 10 µM. hit rate 1.2% among 310,000;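 active = ratio B-score over 3 SD below the library mean, with starting fluorescence within 5 SD of its mean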;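 note: negative B-score means less thallium flux so channel inhibition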
GSK3beta inhib: inhibitors of human GSK3beta kinase; P49841; GST-GSK3beta kinase, ADP-Glo luminescence, 60 min; active compounds read low; activity score (negative = inhibition), % at 10 µM; hit rate 0.038% among 300,000;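 active = more than half of replicate wells score below -50%, meaning over 50% inhibition versus plate controls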;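 note: 0% = median DMSO wells and -100% = median GW8510 positive control wells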
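Test system: GST-fused GSK3beta enzyme, cell-free | Quantity: 1.6 ng GST-GSK3beta enzyme per well | Reagent: 25 µM ATP with peptide substrate | Schedule: 60 min enzyme reaction, room temperature | Signal: Luminescent ADP-Glo measurement of ADP formed | Read-out basis: Score relative to plate controls | Control set: DMSO and 20 µM GW8510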
RGS4 act: RGS4 potentiation or activation; HEK293 M3R/inducible RGS4, carbachol calcium flux Fluo4; active compounds read low; B-score at 10 µM; hit rate 0.92% among 310,000; AID 463111;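 active = B-score of the integrated calcium signal more than 4 SD below the library mean, with starting fluorescence not abnormally high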;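 note: negative B-score means reduced calcium response which marks RGS4 activation or potentiation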
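Also added: carbachol at ECmax as muscarinic agonist stimulus; Assay system: HEK293 cells with stable M3R and inducible RGS4; Timing: overnight RGS4 induction, 30 min dye load 37 °C, 20 min compound RT; Measured by: Fluo4-AM (2 µM) calcium-flux fluorescence, kinetic read.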
KCNQ1 inh: inhibitors of human KCNQ1 potassium channel; P51787; CHO-K1 KCNQ1, FluxOR thallium flux fluorescence; active compounds read high; B-score at 10 µM; hit rate 1.3% among 310,000;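 active = compounds whose thallium flux B-score, printed positive for inhibition, exceeds three library SD while starting fluorescence stays within three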;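 note: channel opened by potassium depolarization with thallium stimulus after 20 min compound exposure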
RGS4 inh: human RGS4 inhibition. P49798. HEK293 M3R/RGS4 inducible, Fluo-4 calcium flux; active compounds read high; triggered by carbachol at its EC20. B-score at 10 µM. hit rate 0.45% among 310,000. AID 463165;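 active = B-score, a plate-corrected calcium signal, over three deviations above library mean, with baseline fluorescence within five deviations of library mean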;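 note: RGS4 expression induced by doxycycline in cells with stable M3 receptor; B-score is computed from the integrated fluorescence ratio over baseline after carbachol; higher B-score means a larger calcium signal and so more RGS4 inhibition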
PolyA inh: yeast polyadenylation inhibition. calls only at 12 µM. hit rate 0.02% among 300,000. S. cerevisiae SKY197-pL101 polyadenylation reporter, beta-gal luminescence; efflux-impaired pdr1/pdr3 knockout yeast; score 100 = 6 SD above DMSO;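 active = lowest replicate activity score at least 50, where 100 means six control SD above control mean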;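 note: yeast exposed to compound for 9 h at 30 °C; higher score means more reporter readthrough which indicates perturbed polyadenylation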
DYRK1A inh: blocks rat Dyrk1A kinase activity | AID 504441 | hit rate 0.43% among 310,000 | inhibition, % at 12.5 µM | ADP-Glo luminescence, NFATc1 peptide; in the data active = inhibition above about 50%;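 note: plate controls were vehicle with enzyme for no effect and no enzyme for full effect; many of its hits are not listed in these tables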
GSK3A inh: blocks human GSK-3 alpha kinase; P49840; ADP-Glo luminescence, 60 min; inhibition, % at 10 µM; hit rate 0.1% among 320,000;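 in the data active = inhibition above about 50%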;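 note: GST-tagged GSK-3 alpha with peptide substrate and 25 µM ATP; 0% = DMSO neutral wells and 100% = GW8510 positive control wells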
KCNQ1 act: human KCNQ1 channel potentiation or activation. P51787. CHO-K1 KCNQ1, thallium flux FluxOR fluorescence; active compounds read high. B-score at 10 µM. hit rate 0.35% among 310,000. AID 2648;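 active = fluorescence ratio B-score, a plate-corrected score, at least three library SD, with initial intensity B-score within 5 SD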
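assay system = CHO-K1 cells stably expressing KCNQ1 | medium = assay buffer, equal DMSO in all wells | timing = 37 °C overnight plating, 90-min dark dye load, 20-min compound pretreatment | measured by = kinetic FluxOR thallium fluorescence, 10-s 1-Hz baseline, 110-s post-stimulus read | measure = fluorescence change relative to baseline, converted to B score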
Starred values were filed as active, the others as inactive; i = inactive; / = no result given. Some of the compounds tested, so the mix of outcomes need not match the whole.

Every second line gives: hERG rescue	KCNK3 block	KCNK9 inh	GSK3beta inhib	RGS4 act	KCNQ1 inh	RGS4 inh	PolyA inh	DYRK1A inh	GSK3A inh	KCNQ1 act
#1 O=C(COC(=O)CNC(=O)c1ccccc1F)Nc1ccc2[nH]c(=O)[nH]c2c1
 : -16	i	i	1	i	i	i	i	/	1	i
#2 COCCNC(=O)C(=O)N/N=C(\C)CC(=O)Nc1ccc2c(c1)OCO2
 : 4	i	i	0	i	i	i	i	3	-2	i
#3 O=C(Nc1ncccc1O)c1ccc(S(=O)(=O)N2CCCCCC2)cc1
 : -10	i	i	0	i	i	i	i	11	-1	i
#4 COc1ccc(C(C(=O)NC2CCCCC2)N(C(=O)c2sc(C)nc2C)c2ccc(C(C)=O)cc2)cc1 (configuration not stated)
 : -6	i	i	2	i	i	i	i	-1	-2	i
#5 C=CCn1c(=NC(=O)CN2C(=O)CCC2=O)sc2cc(S(N)(=O)=O)ccc21
 : -8	i	i	-1	i	i	i	i	-6	-1	i
#6 CC(=O)N1CCN(C(=O)c2ccc(NS(=O)(=O)c3ccc4c(c3)OCCO4)cc2)CC1
 : -10	i	i	1	i	i	i	i	/	-2	i
#7 CCCCC[C@H]1CN(CCc2ccccc2)C(=O)[C@@H]1CC(=O)NCc1ccc(OC)cc1
 : -8	i	i	-4	i	i	i	i	-5	7	i
#8 Brc1cc2c(cc1Br)OCCOCCOCCO2
 : -3	i	i	-1	i	i	i	i	1	4	i
#9 CCC(C)NC(=O)c1ccc2c(c1)S(=O)(=O)c1ccccc1C2=O (configuration not stated)
 : -12	i	i	2	i	i	i	i	3	/	i
#10 COc1ccccc1Cn1c(=S)[nH]c2cc(C(=O)N3CCN(C)CC3)ccc2c1=O
 : -10	i	i	4	i	i	i	i	-2	-2	i
#11 O=C(NNC(=O)c1ccco1)Nc1ccccc1
 : -1	i	i	3	i	i	i	i	-1	1	i
#12 CCCc1nc2n[nH]c(N)c2c2c1CCCC2
 : -5	i	i	-1	i	i	i	i	-1	1	i
#13 Cn1c(-c2sccc2OCc2cccc(C(F)(F)F)c2)n[nH]c1=S
 : -7	i	i	2	i	i	i	i	4	-1	i
#14 CCN(Cc1ccccc1)C(=O)c1cc(COc2c(F)cccc2F)on1
 : -15	i	i	2	i	i	i	i	-1	-3	i
#15 CC(C)(C)C1CCc2onc(C(=O)N3CCOCC3)c2C1 (configuration not stated)
 : -6	i	i	1	i	i	i	i	3	-1	i
#16 Cc1cc(NC(=O)CSC2=Nc3ccccc3C3=NC(Cc4ccccc4)C(=O)N23)n[nH]1 (configuration not stated)
 : -8	i	i	-7	i	i	i	i	0	20	i
#17 O=C(CCNC(=O)c1ccco1)NCc1ccccc1
 : -6	i	i	2	i	i	i	i	8	-1	i
#18 CCn1c2ccccc2c2cc(NC(=O)c3cc(OC)c(OC)c(OC)c3)ccc21
 : 0	i	i	-4	i	i	i	i	/	-1	i
#19 COc1nc(OC)nc(N2CCC(C(=O)NC3CCCCCC3)CC2)n1
 : -7	i	i	0	i	i	i	i	-7	-1	i
#20 NNC(=O)Cn1nnc(-c2ccc(C(F)(F)F)cc2)n1
 : -2	i	i	3	i	i	i	i	/	-3	i
#21 COC(=O)c1ccc(CSc2nnc(C)n2N)o1
 : -7	i	i	3	i	i	i	i	-6	7	i
#22 COc1cccc(N2CC(NS(=O)(=O)c3cccs3)CC2=O)c1 (configuration not stated)
 : -16	i	i	-1	i	i	i	i	9	-3	i
#23 COc1ccccc1Nc1c2c(nc3ccccc13)CCC2
 : -7	i	i	3	i	i	i	i	10	-2	i
#24 Cc1cccc(OCCn2c(S(=O)(=O)O)nc3ccccc32)c1
 : -6	i	i	0	i	i	i	i	3	-2	i
#25 COC(=O)c1cc(C(=O)OC)[nH]n1
 : -12	i	i	0	i	i	i	i	-4	-7	i
#26 COc1ccc(/C=C(/NC(=O)c2ccccc2)c2nc3ccccc3[nH]2)cc1OC
 : -7	i	i	2	i	i	i	i	3	0	i
#27 Cc1ccc2cc(/C=C3\N=C(c4ccccc4)OC3=O)c(N3CCOCC3)nc2c1
 : -36	/	i	0	i	8*	i	i	/	1	i
#28 Cc1ccc(S(=O)(=O)N2CCN(C(=O)COC(=O)CCOc3ccccc3C)CC2)cc1
 : -12	i	i	-5	i	i	i	i	4	-4	i
#29 C/[N+]([O-])=C\c1coc2ccccc2c1=O
 : -2	i	i	-1	i	i	i	i	3	2	i
#30 NNC(=O)[C@@H]1C[C@@H]1c1ccccc1
 : -5	i	i	0	i	i	i	i	-59	-2	i
#31 CCNC(=O)CN(c1ccc(Br)c(C)c1)S(C)(=O)=O
 : -9	i	i	3	i	i	i	i	-3	-1	i
#32 CC(c1ccccc1)N1CC(C(=O)N2CCN(c3ccc(F)cc3)CC2)CC1=O (configuration not stated)
 : -15	i	i	0	i	i	i	i	2	0	i
#33 CCOC(=O)CSc1nnc(CNC(=O)c2ccc(S(=O)(=O)N3CCOCC3)cc2)n1C
 : -10	i	i	-8	i	i	i	i	0	-1	i
#34 c1ccc(N2CCN(c3nc(NCc4ccco4)c4ccccc4n3)CC2)cc1
 : -26	-12*	i	-2	i	12*	i	i	-11	-3	i
#35 CC(=O)N(C(C)=O)N1C(=O)C2C3c4ccccc4C(c4ccccc43)C2C1=O (configuration not stated)
 : 0	i	i	2	i	i	i	i	-4	1	i
#36 CNC(=O)c1c(O)c2cccc3c2n(c1=O)CCC3
 : -2	i	i	3	i	i	i	i	14	7	i
#37 COc1ccc(NS(=O)(=O)c2cccc(C(=O)NNC(=O)c3cccc(NC(C)=O)c3)c2)cc1
 : -14	i	i	3	i	i	i	i	1	-2	i
#38 Cc1cccc(N2C(=O)CC(SC(N)=Nc3ccccc3)C2=O)c1 (configuration not stated)
 : -2	i	i	0	i	i	i	i	2	-3	i
#39 COc1ccc(C(C(=O)NC(C)(C)C)N(C(=O)CCC(=O)Nc2cc(C)on2)c2cc(C)cc(C)c2)cc1 (configuration not stated)
 : -7	i	i	-2	i	i	i	i	1	-2	i
#40 COc1ccccc1/C=C/C(=O)OCCN1CCOCC1
 : -4	i	i	-23	i	i	i	i	0	0	i

Part of the list above, in markdown.
| nr | structure | hERG rescue | KCNK3 block | KCNK9 inh | GSK3beta inhib | RGS4 act | KCNQ1 inh | RGS4 inh | PolyA inh | DYRK1A inh | GSK3A inh | KCNQ1 act |
| --- | --- | --- | --- | --- | --- | --- | --- | --- | --- | --- | --- | --- |
| 30 | NNC(=O)[C@@H]1C[C@@H]1c1ccccc1 | -5 | i | i | 0 | i | i | i | i | -59 | -2 | i |
| 31 | CCNC(=O)CN(c1ccc(Br)c(C)c1)S(C)(=O)=O | -9 | i | i | 3 | i | i | i | i | -3 | -1 | i |

Continued:
Every second line gives: hERG rescue	KCNK3 block	KCNK9 inh	GSK3beta inhib	RGS4 act	KCNQ1 inh	RGS4 inh	PolyA inh	DYRK1A inh	GSK3A inh	KCNQ1 act
#41 O=c1c2ccccc2[nH]c(=S)n1CC1CCCO1 (configuration not stated)
 : -4	i	i	3	i	i	i	i	6	/	i
#42 OCCCNCc1ccc(N(c2ccccc2)c2ccccc2)cc1
 : -9	i	i	-6	-7.3*	i	i	i	1	4	i
#43 COc1ccc(Oc2c(C)nc(SCC(=O)c3ccc(Cl)cc3)[nH]c2=O)cc1
 : -7	i	i	-2	i	i	i	i	-1	-1	i
#44 Cc1ccc(CS(=O)(=O)c2nsc(C)c2C#N)cc1
 : -2	i	i	-2	i	i	i	i	1	0	i
#45 Cc1oc2cc3oc(=O)c(CC(=O)O)c(C)c3cc2c1-c1ccccc1
 : -4	i	i	1	i	i	i	i	12	-1	i
#46 O=C1CSC(c2ccccc2)N1Cc1ccccn1 (configuration not stated)
 : -4	i	i	-3	i	i	i	i	3	0	i
#47 CC(O)CNCCOc1ccccc1OCc1ccccc1 (configuration not stated)
 : 3	i	i	1	i	i	i	i	/	-1	i
#48 COc1ccccc1NC(=O)CN(Cc1ccco1)C(=O)c1ccc(-n2nc(C)cc2C)cc1
 : -27	i	i	-1	i	i	i	i	3	9	i
#49 CCCCCC(=O)Nc1ccc(-c2cn3cccnc3n2)cc1
 : 0	i	i	1	i	i	i	i	1	0	i
#50 CC/C(=N\NC(=O)c1cc(C)nc2ccccc12)c1ccc(C)s1
 : -8	i	i	0	i	i	i	i	5	-19	i
#51 CCOc1ccccc1C(=O)OCC(=O)Nc1ccc(N2CCCCC2)cc1
 : -10	i	i	-1	i	i	i	i	11	1	i
#52 CCC1CCCCN1C(=O)CSc1nc(N)c(NC(=O)c2ccco2)c(=O)[nH]1 (configuration not stated)
 : -2	i	i	2	i	i	i	i	-2	-2	i
#53 Cc1c(C)c(C)c2[nH]c(-c3ccc4c(c3)OCO4)nc2c1C
 : -7	i	i	0	i	i	i	i	-2	0	i
#54 Cc1cc(C)n(-c2ccc(C(=O)NC3CCCCC3)cc2)n1
 : -5	i	i	-2	i	i	i	i	0	-1	i
#55 O=C(NCc1ccc(F)cc1)C1CCN(C(=O)NCc2ccccc2)CC1
 : -9	i	i	-1	i	i	i	i	3	-1	i
#56 Cc1oc(-c2cccc(Cl)c2)nc1CS(=O)(=O)CC(=O)NCc1ccco1
 : -3	i	i	0	i	i	i	i	5	-2	i

Only KCNQ1 act and hERG rescue (two entries from above):
item	SMILES	KCNQ1 act	hERG rescue
54	Cc1cc(C)n(-c2ccc(C(=O)NC3CCCCC3)cc2)n1	i	-5
42	OCCCNCc1ccc(N(c2ccccc2)c2ccccc2)cc1	i	-9

Entries listed above marked active in KCNK3 block.
nr	Structure	KCNK3 block	KCNK9 inh	GSK3beta inhib	KCNQ1 inh	RGS4 inh	PolyA inh	DYRK1A inh	GSK3A inh	KCNQ1 act
34	c1ccc(N2CCN(c3nc(NCc4ccco4)c4ccccc4n3)CC2)cc1	-12*	i	-2	12*	i	i	-11	-3	i
